# Screening results from PubChem.
# Keap1 Nrf2 FP: Keap1-Nrf2 protein-protein interaction inhibitors, primary screen, biochemical, fluorescence polarization, single point | hit rate 0.15% among 340,000 | inhibition, % at 9.4 µM | Kelch-like ECH-associated protein 1 (Homo sapiens), Q14145 | Keap1 Kelch-Nrf2 peptide fluorescence polarization, 1536-well; in the data active = inhibition above about 12%;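 also: human Keap1 Kelch domain with fluorescein labeled Nrf2 9mer peptide probe; 0% = neutral control wells and 100% = peptide positive control; higher means more block of Keap1 binding to Nrf2 peptide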
# Wnt bcat act: Wnt/beta-catenin pathway activators, primary screen, cell-based, plate reader, single point; activation, % at 9.35 µM; hit rate 1.2% among 300,000; Wnt/beta-catenin reporter cell assay, activator; in the data active = activation above about 30%, passing the limit was not always enough;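 also: 0% = neutral control wells and 100% = positive control wells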
# LANA DNA inh: inhibitors of KSHV C-LANA binding to DNA, primary screen, biochemical, fluorescence polarization, FAM-LBS DNA, MBP-C-LANA, single point | Kaposi's sarcoma herpesvirus LANA C-terminal domain (residues 932-1162) DNA binding | inhibition, % at 9 µM | hit rate 0.078% among 340,000 | AID 504423, 2011;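 active = highest replicate inhibition at or above 60% at 9 µM, even if other replicates fall short; inactive = all replicates below 60% inhibition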;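 also: 0% = neutral control wells and 100% = 4 µM acridine orange control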
# OPRM1-OPRD1 ag: agonists of OPRM1-OPRD1 heterodimerization, primary screen, cell-based, luminescence | Mu-type opioid receptor (Homo sapiens) + Delta-type opioid receptor (Homo sapiens), … | cells | activation, % at 9.3 µM | hit rate 0.3% among 340,000 | AID 504326, 2011; in the data active = activation above about 18%;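 also: 0% = vehicle-treated cells and 100% = reference agonist; values of inactives mirror those of a sister screen read the other way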
# Cardiac RTF inh: cardiac RTF calcium sensitivity inhibitors, primary screen, biochemical, IANBD-TnC fluorescence, EC70 calcium. Troponin I, cardiac muscle (Homo sapiens) + Troponin T, cardiac muscle (Homo sapiens) + …. IANBD-labeled cardiac RTF, Ca2+ fluorescence. inhibition, % at 7.15 µM. hit rate 0.12% among 340,000. AID 493244, 2011;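 active = inhibition above the mean inhibition of all tested compounds plus 3 SD, cut at about 17% in these data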;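 also: assay run at fixed EC70 calcium of 1.6 mM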
# OPRM1-OPRD1 inv: inverse agonists of MOR-DOR heterodimerization, primary screen, cell-based, luminescence; inhibition, % at 9.3 µM; Mu-type opioid receptor (Homo sapiens) + Delta-type opioid receptor (Homo sapiens), …; cell-based MOR-DOR heterodimer luminescence, inverse agonism; AID 504357, 2011; hit rate 0.21% among 340,000; in the data active = inhibition above about 22%, passing the limit was not always enough;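 also: 0% = cells with DMSO and 100% = wells without cells with DMSO; values of inactives mirror those of a sister screen read the other way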
# Pemphigus Ab inh: inhibitors of pemphigus antibody binding to DSG3, primary screen, biochemical, bead-based, flow cytometry, scFv-GFP. DSG3-coupled beads, scFv-anti-DSG3-GFP binding; active compounds read low. AID 588358, 2011. binding (percent of control), % at 10 µM. Desmoglein-3 (Homo sapiens), P32926. hit rate 0.48% among 310,000;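 active = binding more than 3 SD below its plate's average and above zero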;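 also: hits lower antibody fragment binding to DSG3; some compounds called inactive have numbers as strong as hits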
# Target sequence (P32926 whole entry, looked up, the tested form may be a part): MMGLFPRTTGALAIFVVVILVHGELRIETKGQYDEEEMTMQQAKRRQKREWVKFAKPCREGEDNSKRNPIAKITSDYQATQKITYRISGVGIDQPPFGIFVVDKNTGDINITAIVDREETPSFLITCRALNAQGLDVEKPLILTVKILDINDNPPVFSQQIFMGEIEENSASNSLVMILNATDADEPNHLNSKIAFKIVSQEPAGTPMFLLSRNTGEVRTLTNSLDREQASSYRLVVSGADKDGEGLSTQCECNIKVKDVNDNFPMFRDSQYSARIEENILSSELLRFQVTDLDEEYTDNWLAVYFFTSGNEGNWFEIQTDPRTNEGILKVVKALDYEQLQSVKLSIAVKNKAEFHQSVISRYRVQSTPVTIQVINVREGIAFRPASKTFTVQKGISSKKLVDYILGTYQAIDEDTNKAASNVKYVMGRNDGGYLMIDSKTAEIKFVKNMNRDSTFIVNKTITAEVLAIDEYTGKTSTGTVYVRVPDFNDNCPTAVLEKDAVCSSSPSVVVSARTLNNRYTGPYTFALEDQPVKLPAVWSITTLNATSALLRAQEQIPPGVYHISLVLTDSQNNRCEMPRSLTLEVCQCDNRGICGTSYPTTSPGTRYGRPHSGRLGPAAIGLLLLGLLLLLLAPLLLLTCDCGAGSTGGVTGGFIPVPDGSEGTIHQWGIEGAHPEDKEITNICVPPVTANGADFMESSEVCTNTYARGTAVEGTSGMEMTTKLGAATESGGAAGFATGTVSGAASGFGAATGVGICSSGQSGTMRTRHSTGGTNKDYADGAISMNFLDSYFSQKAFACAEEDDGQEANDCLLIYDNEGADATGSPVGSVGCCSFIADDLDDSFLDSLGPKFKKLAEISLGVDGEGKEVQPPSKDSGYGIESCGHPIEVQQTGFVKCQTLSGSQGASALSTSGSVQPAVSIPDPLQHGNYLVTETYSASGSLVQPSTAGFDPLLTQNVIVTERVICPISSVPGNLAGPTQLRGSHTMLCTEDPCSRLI
# Arr AP2 block: inhibitors of beta-arrestin/AP2 binding, primary screen, biochemical, GPCR trafficking, flow cytometry; FITC-arrestin peptide / GST-AP2 beads; AP2 beta2 appendage carries R879A mutation; inhibition, % at 10 µM; hit rate 0.31% among 340,000; AID 504490, 2011;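 active = inhibition above a set limit, near 3 SD of compounds lacking own fluorescence, cut at about 54% in these data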;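 also: plate controls were DMSO wells for no effect and 5 µM unlabelled arrestin peptide for full effect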
#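 System: GST-AP2 R879A glutathione beads | Also added: FITC-arrestin peptide, 50 nM | Times: 12 min plus 1 h, RT | Signal: Bead flow cytometry, FITC channel | Buffer or medium: PBS with 0.05% Tween 20 and 0.1% BSA | Read-out basis: Percent drop in bead-associated FITC signal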
# V-ATPase pH: regulators of yeast V-ATPase proton pumping, primary screen, pHLuorin cytosolic pH fluorescence | S. cerevisiae | hit rate 0.37% among 350,000 | response, % at 10 µM; in the data active = response mostly above about 7.3%, no sharp cut-off; inactive = mostly below about 5.4%; also: actives read high; inactives centre near 0; some compounds called inactive have numbers as strong as hits; reference of the scale not given here
# RTF Ca sens act: cardiac RTF calcium sensitivity activators, primary screen, biochemical, IANBD-TnC fluorescence, EC20 calcium; IANBD-labeled TnC RTF fluorescence at EC20 calcium; 0% EC20 calcium, 100% full calcium; activation, % at 7.2 µM; hit rate 0.24% among 340,000;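 active = activation above the mean over all tested compounds plus 3 SD, cut at about 30% in these data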;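 also: rise in fluorescence read as greater calcium sensitivity of cardiac thin filaments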
# The depositor's hits bear a star; nt = not tested or not shown. Rows are unselected. About 3.1% of those tested had a hit in this group.
SMILES,Keap1 Nrf2 FP,Wnt bcat act,LANA DNA inh,OPRM1-OPRD1 ag,Cardiac RTF inh,OPRM1-OPRD1 inv,Pemphigus Ab inh,Arr AP2 block,V-ATPase pH,RTF Ca sens act
COc1ccc(CNC(=O)CN(c2ccc(OC)c(Cl)c2)S(=O)(=O)c2ccc(C)cc2)cc1,-5,-2,0.6,0.1,-7,-1,nt,8,-2,-2
CC(C)CCNC(=O)C1CCN(S(=O)(=O)c2ccc3c(c2)CCC(=O)N3)CC1,-10,-1,-0.7,0.1,0,-1,102,-2,-5,6
COc1ccc(/C=N/NC(=O)c2cccc(C(=O)N/N=C/c3ccc(OC)cc3)n2)cc1,-5,2,0.9,0.3,2,-2,90,6,-8,-4
COC(=O)C(C)Sc1nc2ccsc2c(=O)n1Cc1ccccc1 (centres undefined),-1,0,-0.3,-0.7,-5,4,101,26,3,-6
Cc1nc2nc(SCC(=O)NCCCN3CCOCC3)nn2c(C)c1Cc1ccccc1,4,8,-0.5,-3.4,1,17,103,27,3,-3
CC(C)n1nc(C(=O)Oc2cc(Cl)ccc2Cl)c2ccccc2c1=O,-2,nt,-0.4,-0.7,-5,4,83,-5,8,7
Cc1cc(Cl)ccc1NC(=O)CN1C(=O)NC2(CCCC2)C1=O,2,-1,-1.7,-1.3,-3,7,110,17,-1,-6
C=CCCC(=O)N1CCC(n2nccc2NC(=O)c2ccc(OC)cc2)CC1,3,-5,0.3,-6.3,-5,32,102,26,-2,-8
Cc1cc2c(c(=O)n1Cc1ccccn1)C(C(C)C)C(C#N)=C(N)O2 (centres undefined),3,-8,-0.8,-2.8,-5,15,82,0,5,3
Cn1c(SCC(=O)N2CCCC2)nnc1-c1ccc2c(c1)OCO2,2,2,-0.6,-2.0,3,11,97,0,-1,-3
O=C(CC1C(=O)NCCN1C(=O)Nc1ccccc1)Nc1cccc(C(F)(F)F)c1 (centres undefined),-5,-2,0.0,0.0,0,0,nt,12,-1,-2
CCOC(=O)C1CCCN(C(=O)c2ccc3oc(CCc4ccccc4)nc3c2)C1 (centres undefined),1,0,1.2,-2.8,-2,15,100,-11,-1,1
O=C(NC1CCCN(Cc2ccc(Cl)cc2)C1)c1cccc(F)c1 (centres undefined),2,0,-0.6,0.0,-4,0,98,-2,0,-4
COc1ccc(CN(C)C(=O)[C@H](Cc2ccccc2)NC(=O)c2ccco2)c(OC)c1,-1,0,-0.7,-2.1,3,8,102,-3,4,-3
CN(c1ccc(OCC(=O)OCC(=O)Nc2ccccc2F)cc1)S(=O)(=O)c1cccs1,-2,-1,-2.4,-2.4,-2,13,121,-4,0,0
CC(=O)Oc1ccc(N2C(=O)C3C4C=CC(C5CC45)C3C2=O)cc1[N+](=O)[O-] (centres undefined),0,nt,0.1,-3.2,0,19,96,6,-1,-6
CN(C)CCNC=C(C(=O)Nc1ccc(Cl)cc1Cl)C(=O)Nc1ccc(Cl)cc1Cl,-5,nt,0.6,0.0,-7,0,118,-6,1,-3
CC1CCCC(C)N1c1nnc(NC(=O)Cn2c(=O)oc3ccccc32)s1 (centres undefined),1,-3,-0.2,-1.9,-3,10,104,18,2,-2
CNc1ccc(/C=C(\CCC(=O)O)c2nc3ccccc3s2)cc1[N+](=O)[O-],3,nt,1.9,-2.9,8,16,129,15,3,-6
O=C(CSc1nnc(-c2ccco2)o1)NCC(=O)c1ccccc1,-2,1,0.6,1.8,3,-12,106,-7,1,3
CCOc1cc(C(N)=O)cc(Br)c1OC,-4,-8,0.9,0.3,-3,-2,nt,1,-4,7
Cc1occc1C(=O)NNC(=O)COc1ccc(Br)cc1Br,-5,5,-0.9,-1.1,13,6,95,2,-1,4
COc1ccc(C(C)(C)C)cc1NC(=O)c1cc(S(=O)(=O)N(C)C)ccc1N1CCCC1,-2,-1,0.1,0.6,-3,-3,105,-5,1,3
CC1(C)Cc2c(C#N)c(OCC(=O)c3ccc(Cl)cc3)nc(-c3ccoc3)c2CO1,8,-4,-0.5,-5.0,-5,24,92,11,-5,-12
Cc1cc(C)cc(-n2ccnc2SCC(=O)Nc2ccc3c(c2)OCCO3)c1,-4,nt,-3.1,-1.1,2,4,105,14,-1,-3

# Compounds from the list above that have an aryl methoxy group (six):
SMILES,Keap1 Nrf2 FP,Wnt bcat act,LANA DNA inh,OPRM1-OPRD1 ag,Cardiac RTF inh,OPRM1-OPRD1 inv,Pemphigus Ab inh,Arr AP2 block,V-ATPase pH,RTF Ca sens act
COc1ccc(CNC(=O)CN(c2ccc(OC)c(Cl)c2)S(=O)(=O)c2ccc(C)cc2)cc1,-5,-2,0.6,0.1,-7,-1,nt,8,-2,-2
COc1ccc(/C=N/NC(=O)c2cccc(C(=O)N/N=C/c3ccc(OC)cc3)n2)cc1,-5,2,0.9,0.3,2,-2,90,6,-8,-4
C=CCCC(=O)N1CCC(n2nccc2NC(=O)c2ccc(OC)cc2)CC1,3,-5,0.3,-6.3,-5,32,102,26,-2,-8
COc1ccc(CN(C)C(=O)[C@H](Cc2ccccc2)NC(=O)c2ccco2)c(OC)c1,-1,0,-0.7,-2.1,3,8,102,-3,4,-3
CCOc1cc(C(N)=O)cc(Br)c1OC,-4,-8,0.9,0.3,-3,-2,nt,1,-4,7
COc1ccc(C(C)(C)C)cc1NC(=O)c1cc(S(=O)(=O)N(C)C)ccc1N1CCCC1,-2,-1,0.1,0.6,-3,-3,105,-5,1,3

# (continued)
SMILES,Keap1 Nrf2 FP,Wnt bcat act,LANA DNA inh,OPRM1-OPRD1 ag,Cardiac RTF inh,OPRM1-OPRD1 inv,Pemphigus Ab inh,Arr AP2 block,V-ATPase pH,RTF Ca sens act
COc1ccccc1CNC(=O)COc1ccc(C)nc1[N+](=O)[O-],-5,0,0.1,-0.8,-19,4,102,2,-1,-3
COc1ccc2c(c1)CCc1c-2nc2ccccc2c1N1CCOCC1,-1,3,0.4,-1.3,-5,6,nt,43,8,4
COc1ccc(Cc2nn3c(Cn4nnc5ccccc54)nnc3s2)cc1,-5,-1,-0.5,-2.8,-1,14,nt,5,5,-6
CCOc1ccc(CN2CCN(Cc3cccn3-c3ncccn3)CC2CCO)cc1 (centres undefined),-3,-4,0.9,0.5,-7,-2,101,-12,-6,0
COc1ccc(CC(=O)NNC(=O)c2ccc(Br)s2)cc1OC,-3,-6,-0.4,-2.9,-5,15,91,-13,2,-2
Cc1ccc(Cl)cc1NC(=S)N(C)N,-8,4,-0.3,-1.1,5,5,nt,-11,3,5
CCOC(=O)c1ccc2[nH]c3c(c2c1)CCCC3C(=O)OCC (centres undefined),-3,nt,-0.3,2.6,-4,-14,94,23,-6,4
CCN(CC)C(=O)CSc1ncnc2sccc12,-6,1,0.9,1.8,3,-12,85,1,2,-7
Nn1c(SCC(=O)Nc2ccccc2F)nnc1-c1cccnc1,-5,-3,-0.3,-0.6,-13,3,107,-8,1,3
CCN(CCS(=O)(=O)c1ccc(Br)cc1)Cc1nc2ccccc2c(=O)[nH]1,-8,-3,0.4,-0.6,1,2,nt,-6,0,-3
CCN1CCN(c2ccc(S(=O)(=O)N3CCOCC3)cc2NC(=O)c2ccc(C)c(C)c2)CC1,2,-1,2.0,-1.2,-5,8,102,17,-3,-6
O=c1c2ccccc2nc(SCc2cc(F)ccc2F)n1C1CCCC1,1,nt,-2.4,0.5,-8,-3,98,8,-4,1
CC1(C)Cc2cccc(OCC(=O)NCCc3ccc(S(N)(=O)=O)cc3)c2O1,3,-2,-3.3,-3.4,-2,14,118,25,3,-3
CCCCn1c(=O)[nH]c(=O)c2c1nc(CN1C(=O)c3ccccc3S1(=O)=O)n2CCC,1,nt,-2.8,-1.5,7,9,103,1,0,4
O=C(O)CSc1nnc(-c2ccccc2)o1,-1,nt,1.1,-1.1,-7,7,103,6,1,1
O=C(/C=C/c1ccco1)NCCCN1CCN(CCCNC(=O)/C=C/c2ccco2)CC1,5,nt,0.9,-1.7,-2,8,101,35,0,6
Cc1ccc(NC(=O)c2c(NC(=O)CCC(=O)O)sc3c2CCCCC3)cc1,-4,30,-0.1,nt,nt,nt,96,39,-3,nt
O=C1CCC/C=C/C[C@H](CC(=O)N(CCO)Cc2ccccc2)C(=O)N[C@@H](Cc2ccccc2)CO1,-1,-3,-1.7,-2.8,-1,15,101,-3,-1,7
O=C(COC(=O)COc1ccc(Nc2ccccc2)cc1)NCc1ccco1,-1,nt,0.3,0.5,3,-3,101,1,0,-3
Cc1ccc(NC(=O)Nc2ccc3c(c2)OCO3)cc1F,1,0,0.8,1.6,-6,-8,105,-4,1,8
O=C(Nc1ccc(N2CCOCC2)cc1)c1cc2c(s1)CCCCC2,3,-1,-1.9,-2.5,-3,13,103,-5,3,-4
Cc1ccccc1Nc1nc(N)nc(CSc2ccccc2)n1,4,28,5.5,-4.1,-5,19,105,3,0,-3
COc1ccc(N/C(C)=C2/C(=O)C(=O)N(CCO)C2c2ccc(Br)cc2)cc1 (centres undefined),-4,11,-1.4,-2.3,-1,15,nt,0,2,-5
CCOc1ccccc1C(=O)Nc1nncs1,-3,3,-0.4,-2.4,0,14,99,3,4,-6
CCOc1ccc(S(=O)(=O)NCCCn2ccnc2)cc1,0,-2,0.7,-0.7,-8,4,99,49,1,1

# Single records, as listed above. Order of screens: Keap1 Nrf2 FP	Wnt bcat act	LANA DNA inh	OPRM1-OPRD1 ag	Cardiac RTF inh	OPRM1-OPRD1 inv	Pemphigus Ab inh	Arr AP2 block	V-ATPase pH	RTF Ca sens act
# Results for COc1ccc(N/C(C)=C2/C(=O)C(=O)N(CCO)C2c2ccc(Br)cc2)cc1 (centres undefined) → -4	11	-1.4	-2.3	-1	15	nt	0	2	-5
# Results for O=C(Nc1ccc(N2CCOCC2)cc1)c1cc2c(s1)CCCCC2 → 3	-1	-1.9	-2.5	-3	13	103	-5	3	-4
# Results for Nn1c(SCC(=O)Nc2ccccc2F)nnc1-c1cccnc1 → -5	-3	-0.3	-0.6	-13	3	107	-8	1	3
